Assay outcomes as filed in PubChem BioAssay.
TCR act: activates T cell receptor signaling; Potency, µM (titrated, usually from 9.22 µM), without a hit: top-dose activation of IL-2 secretion, usual class: activators; primary human leukocytes, anti-CD3, IL-2 HTRF, 48 h; 330,000 tested, under 10 active; also: % of control where 0% means no effect
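IL-2 release read by HTRF sandwich (Eu cryptate donor, d2 acceptor, 665 nm emission) after 48 hr exposure of primary human leukocytes to compound together with anti-CD3 beads in the absence of co-stimulatory signals.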
hERG WT inh: inhibitors of human wildtype KCNH2 potassium channel. U2OS, BacMam KCNH2, thallium flux FluxOr; hits give low values. 0.37% of 340,000 active. AID 720551. activity change, % at 1.84 µM;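 active = maximum activity change below -70%; inconclusive = maximum activity change between -70% and -50%; inactive = maximum activity change above -50%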; also: % is scaled to controls: 0 for no effect and ±100 for the full control effect
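U2OS cells transduced with wild-type KCNH2 virus are loaded with FluxOr dye for 45 min, and thallium flux is measured in kinetic reads before and after stimulation buffer. Rate constants are normalized to DMSO controls.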
FBPA coupling cs: counter-screen for Giardia aldolase inhibitors: coupling enzyme system; activity change, negative = inhibition, % at 58.2 µM, hits read low; coupling enzyme system counterscreen, AmpLite Red fluorescence; 0.67% of 290,000 active; in the data active = activity change below about -30%; also: % is scaled to controls: 0 for no effect and ±100 for the full control effect
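Counterscreen lacking aldolase: glyceraldehyde-3-phosphate coupling-enzyme reagent preincubated 10 min at RT with compound (at 57.5 uM final), then substrate/coupling system with AmpLite Red added; fluorescence read at 525/598 nm after 20 min RT.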
AT treatment: candidate therapy for ataxia-telangiectasia; […] A-T fibroblasts, KAP-1 phosphorylation AlphaLISA; neocarzinostatin DNA damage 30 min before lysis; Potency, µM (top dose mostly 57.5 µM), for the others: top-dose activation, most hits filed as activators; 0.19% of 320,000 active; AID 485349; also: potency is read from the fitted curve at half-maximal effect; % of control where 0% means no effect; nearly all actives have a fitted effect of over 45% in size
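hTERT-immortalized A-T patient fibroblasts ([…]), 500 cells/well in OPTI-MEM, 1% FBS, got compounds for 60 min, then NCS for 30 min at 37C. Lysates were then assayed for phospho-KAP-1 by AlphaLISA (anti-pKAP1 donor, anti-KAP1 acceptor beads), 6 hr at 25C.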
Tb PFK inh: inhibitors of T. brucei phosphofructokinase; 0.17% of 330,000 active; T. brucei PFK, ADP-Glo luminescence; O15648; Potency, µM (highest dose often 57.5 µM), for the others: at the highest dose activity, negative = inhibition, most hits filed as inhibitors;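 also: potency is read from the fitted curve at half-maximal effect; 0% = uninhibited 1x PFK enzyme wells and -100% = no-enzyme wells; nearly all actives have a fitted effect of over 60% in size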
Target sequence (O15648 whole entry, looked up): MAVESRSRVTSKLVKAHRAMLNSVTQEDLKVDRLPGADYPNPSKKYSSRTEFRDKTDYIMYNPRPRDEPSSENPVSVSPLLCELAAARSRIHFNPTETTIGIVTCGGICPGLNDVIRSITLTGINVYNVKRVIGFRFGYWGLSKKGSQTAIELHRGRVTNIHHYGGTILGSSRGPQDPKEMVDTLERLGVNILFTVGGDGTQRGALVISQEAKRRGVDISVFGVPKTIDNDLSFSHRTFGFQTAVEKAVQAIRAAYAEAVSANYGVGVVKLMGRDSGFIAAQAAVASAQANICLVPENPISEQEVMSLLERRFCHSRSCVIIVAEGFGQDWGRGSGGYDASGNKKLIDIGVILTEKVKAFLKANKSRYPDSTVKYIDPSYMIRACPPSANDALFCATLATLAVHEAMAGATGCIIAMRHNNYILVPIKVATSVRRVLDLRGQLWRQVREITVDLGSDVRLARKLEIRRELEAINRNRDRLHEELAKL
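Compounds were pin-transferred as a titration series up to 57 uM into substrate buffer (0.5 mM F6P, 0.1 mM ATP, pH 8.0), then 1.25 nM PFK was added and reactions ran 45 min before ADP-Glo detection.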
Giardia kill: kills Giardia lamblia | Giardia lamblia trophozoite viability | 0.15% of 340,000 active | activity change, % at 7.66 µM, hits read low; in the data active = activity change below about -80%; inconclusive = between about -30% and that limit;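 also: parasites exposed to compound for two days anaerobically before the ATP read; % is scaled to controls: 0 for no effect and ±100 for the full control effect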
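Luminescence from cellular ATP indicates surviving trophozoites (100 cells/well) following 48 hrs anaerobic compound treatment at 37 deg C; signal develops 15-30 min at room temperature.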
GALK inhibitor: inhibitors of human galactokinase; P51570; Purified GALK, Kinase-Glo residual ATP luminescence; Potency, µM (highest dose often 57.5 µM), inactives show at the highest dose activity change, negative = inhibition, usual class: inhibitors; 0.007% of 270,000 active; also: potency is read from the fitted curve at half-maximal effect; % is scaled to controls: 0 for no effect and ±100 for the full control effect
Target sequence (P51570 whole entry, looked up): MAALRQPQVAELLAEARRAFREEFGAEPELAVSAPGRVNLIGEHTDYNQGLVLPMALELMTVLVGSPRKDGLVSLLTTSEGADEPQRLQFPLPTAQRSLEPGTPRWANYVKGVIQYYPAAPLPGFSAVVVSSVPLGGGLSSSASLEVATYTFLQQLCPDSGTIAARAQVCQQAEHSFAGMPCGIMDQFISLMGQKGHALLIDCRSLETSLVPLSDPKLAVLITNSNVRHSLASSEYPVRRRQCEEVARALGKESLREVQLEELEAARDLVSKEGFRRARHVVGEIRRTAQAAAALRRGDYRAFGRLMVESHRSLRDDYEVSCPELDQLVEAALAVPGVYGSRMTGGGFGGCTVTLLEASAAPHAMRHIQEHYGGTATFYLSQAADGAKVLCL
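Galactose (100 uM) and ATP (35 uM) were turned over by 5 nM GALK for 1 h at RT. Kinase-Glo Plus then converted the remaining ATP into a luminescent signal.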
TSHR antag: blocks TSH signaling through the human TSH receptor | P16473 | TSHR-expressing cells, TSH-stimulated cAMP HTRF, 2 h; hits give low values | AID 504810 | 0.2% of 330,000 active | activity change, negative = inhibition, % at 11.5 µM;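 active = activity change below a set negative limit, meaning inhibition stronger than a set level, cut at about -70% in these data; inconclusive = activity change between two set negative limits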; also: % is scaled to controls: 0 for no effect and ±100 for the full control effect
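Read-out is FRET at 665 nm (cryptate excitation 337 nm) from a cryptate-tagged anti-cAMP antibody, competed by cell cAMP against cAMP-d2. Compounds are tested on freshly harvested TSHR cells challenged with 4nM TSH (EC80) for 2 hours at 37 deg C.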
Chronic BCR inh: blocks chronic active B-cell receptor signaling; ABC-DLBCL IkBa-CBG/CBR reporter, luminescence ratio, 4 h; Potency, µM (series often up to 46.1 µM), for the others: at the top dose ratio change, negative = lower green/red ratio, actives largely listed as inhibitors; 0.05% of 340,000 active; AID 493014; active = well fitted inhibition curve with a large enough effect in the signal ratio, with a control signal flat, not every such curve was filed as active; inconclusive = small, poorly fitted or top-dose-only effect, or effect the other way, or a change in a side signal; the % refers to the signal ratio;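 also: potency is read from the fitted curve at half-maximal effect; plate controls were basal doxycycline-induced cells for no effect and cells given 10 µM MG132 for full effect; MG132 reads +100%, hits lower the ratio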
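Cell line TMD8 (human ABC DLBCL), stably expressing tet-inducible CBG68-IkBa fusion and CBR; IMDM/0.5% FBS; cpd up to 46 uM; dox induction, 4 h, 37C/5% CO2; dual luminescence; green/red ratio; MG132 control.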
MLL CXXC-DNA inh: MLL CXXC-DNA interaction inhibition. Q03164. MLL-CXXC / FITC-HOXA9 DNA fluorescence polarization. 0.037% of 290,000 active. Potency, µM (doses to about 115 µM), without a hit: top-dose activity change, negative = inhibition, most hits filed as inhibitors; active = well fitted inhibition curve with a large enough effect in the polarisation, with a control signal flat, not every such curve was filed as active; inconclusive = small, poorly fitted or top-dose-only effect, or effect the other way, or a change in a side signal; inactive = no such curve, though single readings can be large or run the other way; the % refers to the polarisation; also: potency is read from the fitted curve at half-maximal effect
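Fluorescence polarization: 7 uM MLL-CXXC (stock) preincubated 5 min with compounds, then 50 nM fluorescein-HOX-A9 DNA (stock) added; 30 min ambient. Buffer 50 mM Tris-HCl pH 7.5, 50 mM NaCl, 1 mM DTT, 0.05% BSA.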
* marks the source's active call; other numbers are inactive results; u = inconclusive; x = no result given; [ ] = dose if it differs, or a comment. Unless noted, calls follow the shape of the dose curve; as a rule, active = well fitted curve in the direction sought with a large enough effect; inconclusive = small, poorly fitted or top-dose-only effect, or another doubt; inactive = no such curve, though single readings can be large; an effect the other way counts as inactive or inconclusive.

SMILES | TCR act | hERG WT inh | FBPA coupling cs | AT treatment | Tb PFK inh | Giardia kill | GALK inhibitor | TSHR antag | Chronic BCR inh | MLL CXXC-DNA inh
CCN(CC)CCN1C(=O)C(O)=C(C(=O)c2cccs2)C1c1ccc(C)o1 (stereo not drawn) | -1.7% | 4.3 | -6.3 | -4.0% | -2.1% | -0.3 | -0.4% | 14.9 | 3.2% | -4.8%
O=[N+]([O-])c1cccc(CSc2nnc(Cc3ccccc3)n2-c2ccc(F)cc2)c1 | -4.0%[46.1 µM] | 1.3 | 0.5 | 3.0% | 13.7% | 27.4 | 2.5% | 0.9 | 0.7% | 1.8%
Cn1cnnc1SCC(=O)NC1CCCN(Cc2ccccc2F)C1 (stereo not drawn) | 1.0% | -6.5 | 5.2 | -2.3% | 1.2% | 10.8 | 5.9% | -12.3 | -0.2% | 4.0%
COc1ccc(OC)c(/C=C/C(=O)Nc2cccc(S(=O)(=O)N3CCCC3)c2)c1 | 7.5% | -12.1 | -0.7 | 24.8% | 11.9% | 11.4 | 1.1% | -11.8 | -20.7% | 17.0%
O=C1C2CCCN2C(c2ccccc2)N1c1ccc(Cl)cc1 (stereo not drawn) | 3.8%[46.1 µM] | -8.8 | -0.9 | 4.0% | -1.3% | 0.1 | -4.9% | 12.3 | 1.8% | 14.2%
Cc1c(NC(=O)CN2C(=O)NC3(CCC(C)CC3)C2=O)c(=O)n(-c2ccccc2)n1C (stereo not drawn) | 1.8% | -2.4 | -1.4 | -2.0% | 0.3% | -3.1 | -0.7% | -3.2 | 7.9% | 18.5%
CC(=Nc1ccc(C)cc1)c1sc2ccccc2c1O | -0.8% | -11.6 | -0.9 | -0.2% | 5.0% | u | 0.3% | 4.2 | u | u
Cc1nc2ccccc2c(=O)n1NCc1cccs1 | -0.2% | 3.6 | 2.8 | 1.5% | 1.3% | 10.5 | 8.5% | 26.7 | u | -4.0%
O=C1CC(c2ccccc2)CN1S(=O)(=O)c1ccccc1 (stereo not drawn) | 13.0% | 5.4 | -0.5 | 15.0% | -5.2% | 9.6 | 2.7% | -4.4 | 0.5% | 1.3%
CN1CCN(NC(=O)c2cccc(C(F)(F)F)c2)CC1 | -2.7% | -2.7 | 7.4 | -4.5% | -2.4% | 13.1 | 6.8% | 7.3 | -3.3% | -2.7%
NC(=O)c1cc(S(=O)(=O)NCCc2ccc(Cl)cc2)cs1 | -11.8% | -5.0 | 1.1 | 0.1% | -10.5% | -1.9 | 3.2% | 4.5 | -0.3% | 8.5%
CCOC(=O)c1cc(C)n(Cc2cccc(OC)c2OC)c1C | -2.1% | 1.9 | -0.5 | 5.7% | 4.2% | -0.3 | 1.8% | -21.9 | -3.1% | 7.3%
Cn1c(=O)oc2cc(S(=O)(=O)Nc3ccccc3O)ccc21 | -0.9% | 1.7 | -0.6 | -4.4% | -7.9% | -10.6 | -7.6% | 53.8 | -1.0% | 12.1%
COc1cc(C(=O)NCc2cc3ccccc3n2C)cc(OC)c1OC | -0.2% | -7.9 | 5.3 | 14.3% | -6.5% | -10.0 | 4.2% | -11.3 | -10.1% | 4.0%
CCOc1ccc(NC(=O)CN(C)C(=O)CSC(C)C(=O)Nc2cc(C)on2)cc1OCC (stereo not drawn) | 2.2% | 17.9 | x | -0.6% | -5.2% | -14.8 | 8.4% | 19.4 | 5.1% | -15.9%
CCOC(=O)C(Sc1cc(C)nc(N)n1)C(C)=O (stereo not drawn) | -1.7% | -2.4 | -0.1 | -1.4% | -5.2% | 4.4 | -2.1% | -3.0 | u | 4.9%
Cc1ccc(N(CC(=O)Nc2ccccc2-c2ccccc2)S(=O)(=O)c2ccccc2)cc1 | -101.2% | -5.2 | 0.2 | -3.7% | -2.9% | 11.7 | x | 7.4 | u | 4.2%
CCOC(=O)c1c(NC(=O)C2C3C=CC(CC3)C2C(=O)O)sc(C)c1C (stereo not drawn) | -3.0%[46.1 µM] | 1.0 | 17.2 | -17.2% | 0.6% | -11.2 | 0.7% | 32.7 | 1.3% | -0.7%
CC(=O)CCS(=O)(=O)c1ccc(Oc2ccc(S(=O)(=O)CCC(C)=O)cc2)cc1 | 4.9%[46.1 µM] | -3.7 | -1.8 | -1.8% | 0.8% | 3.6 | -0.2% | -5.4 | -10.1% | 91.9%[activator]
Nc1ncn(C23CC4CC(CC(C4)C2)C3)n1 | -9.4% | -16.8 | -1.6 | -6.7% | -1.7% | 18.1 | 0.4% | 6.7 | -1.8% | 1.2%
Cc1ccc(C)c(Cn2c(C(=O)OC(C)C)cc3c2ccn3C)c1 | 2.1% | 3.0 | x | 8.0% | -4.7% | 24.1 | 0.4% | -27.3 | u | 12.5%
Cc1nn(C)cc1C(C(=O)NC1CCCCC1)N(C(=O)Cc1cccs1)c1ccc(C(C)C)cc1 (stereo not drawn) | 5.2% | 7.2 | 0.2 | -3.4% | -0.6% | -21.2 | -4.5% | 19.4 | 1.5% | -0.5%
COc1ccccc1C(=O)NCCC(=O)Nc1ccc(S(=O)(=O)N2CCC(C)CC2)cc1 | -3.5% | -6.5 | x | 15.8% | -1.0% | -13.5 | x | -22.5 | -10.4% | x
Cc1ccccc1-n1c(=O)c2ccccc2n(CC(=O)NCc2ccco2)c1=O | -3.1% | 1.7 | 1.8 | -6.0% | -1.0% | 7.5 | -0.8% | 9.3 | 5.6% | -4.9%
Cn1c(NC(=O)c2cccc(C(F)(F)F)c2)cc(=O)n(C)c1=O | -3.6%[46.1 µM] | -7.9 | 0.8 | -2.3% | 12.9% | -25.0 | 0.3% | -7.5 | 12.1% | 1.3%
NC(=O)c1cc([N+](=O)[O-])ccc1NCc1ccccn1 | -3.5% | 8.2 | x | 21.9% | 24.0% | -0.2 | x | 9.6 | 4.1% | x
C=CCn1c(C)c(C(C)=O)c(N2CCN(c3ccccc3)CC2)nc1=S | 0.0% | 7.1 | x | 1.2% | 1.3% | 4.3 | 0.4% | 2.4 | 5.4% | 2.3%
CCCCN(CC(=O)NCCOC)C(=O)Cn1nnc2ccccc21 | -2.7% | 0.8 | 4.5 | 1.4% | -6.8% | 3.4 | 3.2% | 3.6 | -3.9% | 9.5%
CCOC(=O)C1CN(S(=O)(=O)c2cccc(C(F)(F)F)c2)c2cc(CC(=O)OC)ccc2O1 (stereo not drawn) | 0.2% | -1.6 | -4.3 | 3.4% | 3.2% | 1.6 | 3.4% | 3.3 | 7.0% | -12.6%
CCOc1ccc(S(=O)(=O)N2CCOCC2)cc1NC(=O)CN1C(=O)NC2(CCCCC2)C1=O | -3.5% | 7.5 | x | 3.0% | -1.1% | -2.6 | x | 17.3 | -1.4% | x
O=C(CSCc1ccc(F)cc1)Nc1ccccc1C(=O)N1CCOCC1 | -0.5%[46.1 µM] | 2.8 | -0.2 | 11.9% | -8.5% | -20.6 | 0.9% | -0.4 | 3.4% | u
O=C(/C=C/c1ccco1)N1CCN(C/C=C/c2ccccc2)CC1 | 4.2%[46.1 µM] | 2.8 | 2.5 | 0.5% | -0.6% | 0.7 | 1.4% | 8.2 | -0.1% | 5.9%
CC(=O)Nc1sc2c(c1CN1CCN(c3ccccn3)CC1)CCCC2 | -10.0% | -3.1 | 0.0 | 5.9% | -0.5% | 1.9 | 2.9% | -6.1 | 0.8% | -5.3%
COc1cccc(/C=C2\SC(=S)N(CCC(=O)NNC(=O)c3ccccc3OC)C2=O)c1 | 1.0% | 9.0 | -0.1 | -3.2% | 3.0% | 1.3 | -3.7% | -2.2 | u | 8.2%
Nc1cc(=O)[nH]c(SCC(=O)Nc2nnc(-c3ccccc3)s2)n1 | 1.3% | 1.1 | 4.4 | 0.1% | 3.0% | -26.4 | 2.0% | -9.0 | u | 8.7%
CCOc1ccc(CCNC(=O)COC(=O)c2ccc(F)c(S(=O)(=O)N3CCOCC3)c2)cc1OCC | -6.6% | 0.2 | x | -0.4% | 0.9% | 10.5 | x | -4.7 | u | x
Cc1cc([N+](=O)[O-])nn1CC(=O)N(C)C1CCCCC1 | 3.2% | -4.0 | -0.7 | 0.0% | 2.3% | 23.3 | -1.3% | 3.9 | -0.9% | 7.8%
CCOC(=O)C1=C(N)OC2=C(C(=O)CC(C)(C)C2)C1c1cccs1 (stereo not drawn) | 4.2%[46.1 µM] | 4.0 | 2.4 | -0.2% | u | -13.6 | 0.4% | -1.7 | 0.9% | 1.1%
